Bioassay records deposited in PubChem BioAssay by National Center for Advancing Translational Sciences (NCATS).
BAZ2B block = BAZ2B (human) inhibition; Q9UIF8; AlphaScreen BAZ2B-H3K14Ac peptide displacement; Potency, µM (top dose mostly 114 µM), for the others: at the top dose activity change, negative = inhibition, actives largely listed as inhibitors; hit rate 4.4% among 360,000; further: potency means the concentration at half of the fitted maximal effect; on the % scale 0 is the no-effect control and ±100 the full control effect; nearly all actives have a fitted effect of over 60% in size
Target sequence (Q9UIF8 whole entry, looked up): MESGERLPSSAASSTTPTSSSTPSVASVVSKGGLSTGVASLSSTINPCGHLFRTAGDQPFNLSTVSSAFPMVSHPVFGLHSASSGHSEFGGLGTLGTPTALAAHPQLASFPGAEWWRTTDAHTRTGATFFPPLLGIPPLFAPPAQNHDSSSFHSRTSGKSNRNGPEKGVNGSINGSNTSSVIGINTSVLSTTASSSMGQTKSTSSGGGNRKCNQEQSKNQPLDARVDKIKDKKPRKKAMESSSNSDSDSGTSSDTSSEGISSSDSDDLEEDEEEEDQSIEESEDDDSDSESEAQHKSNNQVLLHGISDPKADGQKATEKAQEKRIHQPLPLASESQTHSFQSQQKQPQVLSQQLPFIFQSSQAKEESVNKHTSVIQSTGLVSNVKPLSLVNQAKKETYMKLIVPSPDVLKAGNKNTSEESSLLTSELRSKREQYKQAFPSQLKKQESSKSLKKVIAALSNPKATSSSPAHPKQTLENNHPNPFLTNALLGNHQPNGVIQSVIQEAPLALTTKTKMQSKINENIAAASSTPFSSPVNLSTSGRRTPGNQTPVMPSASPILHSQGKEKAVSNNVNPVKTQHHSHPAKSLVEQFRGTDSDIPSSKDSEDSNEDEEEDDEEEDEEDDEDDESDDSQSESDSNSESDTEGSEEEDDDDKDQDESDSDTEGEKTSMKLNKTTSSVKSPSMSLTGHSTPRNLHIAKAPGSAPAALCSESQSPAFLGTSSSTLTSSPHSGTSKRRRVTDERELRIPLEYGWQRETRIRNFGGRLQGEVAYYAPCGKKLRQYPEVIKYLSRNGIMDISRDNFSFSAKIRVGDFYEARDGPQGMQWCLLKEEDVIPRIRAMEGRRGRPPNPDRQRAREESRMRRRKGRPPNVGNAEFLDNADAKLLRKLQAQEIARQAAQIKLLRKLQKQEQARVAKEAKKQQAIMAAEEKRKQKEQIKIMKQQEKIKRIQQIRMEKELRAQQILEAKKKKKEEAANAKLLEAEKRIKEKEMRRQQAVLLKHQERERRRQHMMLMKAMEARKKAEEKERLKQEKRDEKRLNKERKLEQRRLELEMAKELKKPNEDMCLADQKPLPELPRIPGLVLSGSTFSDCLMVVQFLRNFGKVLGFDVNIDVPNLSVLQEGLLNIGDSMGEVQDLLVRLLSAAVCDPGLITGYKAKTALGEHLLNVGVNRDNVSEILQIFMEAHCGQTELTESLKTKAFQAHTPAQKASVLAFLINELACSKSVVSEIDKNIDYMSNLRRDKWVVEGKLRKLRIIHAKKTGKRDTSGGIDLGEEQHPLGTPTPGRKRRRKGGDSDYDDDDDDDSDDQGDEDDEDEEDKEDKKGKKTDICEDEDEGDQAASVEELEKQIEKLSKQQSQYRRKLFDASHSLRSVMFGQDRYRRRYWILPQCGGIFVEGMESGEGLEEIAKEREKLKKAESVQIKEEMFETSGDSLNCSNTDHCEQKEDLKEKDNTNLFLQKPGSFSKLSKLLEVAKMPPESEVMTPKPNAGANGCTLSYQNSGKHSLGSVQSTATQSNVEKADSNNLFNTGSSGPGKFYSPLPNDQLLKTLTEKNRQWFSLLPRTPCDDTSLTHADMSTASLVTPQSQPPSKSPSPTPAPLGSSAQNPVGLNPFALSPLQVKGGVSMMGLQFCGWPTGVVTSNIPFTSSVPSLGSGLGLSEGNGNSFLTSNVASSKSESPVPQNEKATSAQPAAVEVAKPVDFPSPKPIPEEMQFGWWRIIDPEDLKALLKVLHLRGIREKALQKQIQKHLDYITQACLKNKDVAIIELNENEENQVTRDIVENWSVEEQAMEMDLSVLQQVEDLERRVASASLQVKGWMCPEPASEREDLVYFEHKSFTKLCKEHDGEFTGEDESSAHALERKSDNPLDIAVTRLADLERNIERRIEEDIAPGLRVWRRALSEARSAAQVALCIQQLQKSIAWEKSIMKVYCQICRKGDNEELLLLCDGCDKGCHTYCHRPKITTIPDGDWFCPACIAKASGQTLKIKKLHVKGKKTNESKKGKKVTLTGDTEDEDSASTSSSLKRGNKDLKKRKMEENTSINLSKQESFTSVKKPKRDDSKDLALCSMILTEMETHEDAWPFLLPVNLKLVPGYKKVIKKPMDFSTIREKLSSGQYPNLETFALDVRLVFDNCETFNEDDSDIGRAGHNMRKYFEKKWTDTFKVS
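Multi-concentration screen (max 110 uM) measuring displacement of acetylated histone H3 peptide from BAZ2B by AlphaScreen, using 50 nM protein, 50 nM peptide and 10 ug/mL streptavidin donor plus Ni-chelate acceptor beads.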
GLS inh = glutaminase GLS (human) inhibition; hit rate 0.21% among 410,000; GLS enzymatic activity, qHTS titration; Potency, µM (titrated, usually from 45.5 µM), inactives show top-dose activity change, negative = inhibition, actives largely listed as inhibitors; further: potency means the concentration at half of the fitted maximal effect; on the % scale 0 is the no-effect control and ±100 the full control effect
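Compounds were pin-transferred onto hKGA, after which L-glutamine (1 mM solution) and a detection mix of glutamate oxidase, HRP and Amplex Red were added. Initial and 30 min RT fluorescence reads were collected.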
ERG Ets-DNA blk = inhibitors of human ERG Ets domain-DNA interaction; fluorescence polarization, His-ERG Ets domain / labelled DNA; Potency, µM (top dose mostly 76.9 µM), for inactives: top-dose FP activity, negative = inhibition, actives largely listed as inhibitors; hit rate 0.028% among 370,000; AID 624246; active means well fitted inhibition curve with a large enough effect in the polarisation, with a control signal flat; inconclusive means small, poorly fitted or top-dose-only effect, or effect the other way, or a change in a side signal; inactive means no such curve, though single readings can be large or run the other way; the % refers to the polarisation;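 further: polarization taken with two DNA probes labelled with fluorescein and Texas red; potency means the concentration at half of the fitted maximal effect; % of control where 0% means no effect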
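His-tagged ERG Ets domain (1 uM in the protein solution; 300mM KCl, 50mM Tris-HCl, 1mM EDTA, 1mM DTT, pH 7.5) received compound, then a probe mix of 5 nM fluorescein-DNA and 100nM Texas-615-DNA. Fluorescence polarization was read for both dyes.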
JMJD2A Tudor = blocks the human JMJD2A Tudor domain; hit rate 4.4% among 390,000; AlphaScreen JMJD2A-Tudor / H3K4me3 peptide binding; Potency, µM (series often up to 114 µM), for inactives: at the highest dose activity change, negative = inhibition, actives largely listed as inhibitors; further: potency means the concentration at half of the fitted maximal effect; on the % scale 0 is the no-effect control and ±100 the full control effect; nearly all actives have a fitted effect of over 50% in size
PI4K2A block = inhibitors of human PI4K2A; hit rate 0.13% among 420,000; purified PI4K2A, ADP-Glo luminescence, 1 h; hits give low values; AID 1346378; activity change, negative = inhibition, % at 76.9 µM; in the data active means activity change below about -50%; inconclusive means mostly about -30% to -49%;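 further: -100% = wells without enzyme as full effect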
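In this quantitative HTS, ADP production by PI4K2A was quantified luminescently after 1 h at ambient temperature; 100 microM adenosine served as plate-quality control.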
G9a inh = G9a (human) methyltransferase inhibition; G9a H3K9 monomethylation, AlphaScreen, 2 h; Potency, µM (titrated, usually from 102 µM), without a hit: at the top dose activity, negative = inhibition, hits mostly inhibitors; hit rate 8.8% among 350,000; AID 504332; further: potency means the concentration at half of the fitted maximal effect; on the % scale 0 is the no-effect control and ±100 the full control effect; nearly all actives have a fitted effect of over 75% in size
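AlphaScreen read-out: biotin-H3K9 peptide (500 nM) methylation by 20 nM enzyme with 20 uM SAM, 2 h at room temperature after 15 min compound preincubation; anti-monomethyl H3K9 antibody plus donor/acceptor beads, 10 min dark.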
Pin1 inhibitor = blocks the human prolyl isomerase Pin1. Pin1 FP peptide displacement, HiFluor488, 10 min. Potency, µM (doses to about 115 µM), inactives show at the highest dose activity, negative = inhibition, usual class: inhibitors. hit rate 0.009% among 390,000; active means well fitted inhibition curve with a large enough effect in the polarisation, with a control signal flat, not every such curve was filed as active; inconclusive means small, poorly fitted or top-dose-only effect, or effect the other way, or a change in a side signal; inactive means no such curve, though single readings can be large or run the other way; the % refers to the polarisation; further: potency means the concentration at half of the fitted maximal effect; on the % scale 0 is the no-effect control and ±100 the full control effect
PGK inhibitor = T. brucei PGK inhibition | P07378 | PGK/GAPDH coupled, Kinase-Glo luminescence, 60 min | Potency, µM (series often up to 57.5 µM), without a hit: top-dose activity change, negative = inhibition, hits mostly inhibitors | hit rate 0.043% among 380,000 | AID 602233; further: potency means the concentration at half of the fitted maximal effect; on the % scale 0 is the no-effect control and ±100 the full control effect; nearly all actives have a fitted effect of over 60% in size
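Luminescent ATP detection (Kinase-Glo Plus) follows a 60-minute room-temperature incubation, with wells lacking PGK as controls. Buffer: 100 mM TEA (pH 7.6), 5 mM MgCl2, 0.01% Tween-20. Coupling enzyme GAPDH (100 nM final) supplies unstable 1,3-BPG in-well.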
HP1b chromo inh = inhibitors of HP1-beta chromodomain binding to methylated histone tails; AlphaScreen HP1-beta / biotin-H3K9me3 peptide binding; Potency, µM (series often up to 114 µM), inactives show at the top dose activity change, negative = inhibition, hits mostly inhibitors; hit rate 0.56% among 390,000; AID 540317; further: potency means the concentration at half of the fitted maximal effect; nearly all actives have a fitted effect of over 70% in size; inactives centre near 23
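Compound inhibition of the preformed complex between 50 nM HP1-beta and 50 nM biotinylated H3K9me3 peptide was read by AlphaScreen. Buffer was PBS pH 7.4 with 0.01% Tween-20. Incubations ran 30 min at room temperature, with 10 ug/mL donor/acceptor beads.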
An asterisk follows results filed as active; i = inactive; ? = inconclusive; / = no result given; & = joins results of further samples; [ ] = dose if it differs, or a comment. Unless noted, the call rests on the fitted dose curve; in most records, active means well fitted curve in the direction sought with a large enough effect; inconclusive means small, poorly fitted or top-dose-only effect, or another doubt; inactive means no such curve, though single readings can be large; an effect the other way counts as inactive or inconclusive.

cpd | BAZ2B block | GLS inh | ERG Ets-DNA blk | JMJD2A Tudor | PI4K2A block | G9a inh | Pin1 inhibitor | PGK inhibitor | HP1b chromo inh | Structure
1 | ? | 18% | 2% | ? | -2 | 6%[0.501 µM] | ? | -7% | -13% | CNC(=S)N/N=C1\C(=O)c2cccc3cccc1c23
2 | ? | 7% | -2% | ? | 1 | 50µM* | 0% | -11% | 73%[activator] | CC(C)OC(=O)c1cc(NC(=O)C2C3C=CC(O3)C2C(=O)O)cc(C(=O)OC(C)C)c1 (stereo unspecified)
3 | -8% | -2% | -9% | 3% | 1 | / | -4% | -4% | 48%[activator] | O=S(=O)(NCCSc1ccccn1)c1ccc(Br)cc1
4 | 7%[57.1 µM] | 0% | -2% | 3% | 0 | -12%[59 µM] | -16% | 7% | 38% | CCCN(CCC)C(=O)C1CCCN(c2ncnc3onc(-c4ccc(F)cc4)c23)C1 (stereo unspecified)
5 | ? | 16% | 13% | -11% | 0 | -1%[59 µM] | -3% | 1% | 46% | CCOc1ccc(NS(=O)(=O)c2cnc(Cl)c(Cl)c2)cc1
6 | 19% | 20% | -7% | -2% | -1 | -1% | -4% | 8% | 28% | CC1(C)CCCC2=C1CC1C(=O)N(O)C(=O)C1C2 (stereo unspecified)
7 | 1% | -8% | -5% | -17% | 2 | 3%[2.33 µM] | -8% | -1% | 33%[activator] | O=C(NCc1ccccn1)c1cccc(S(=O)(=O)N2CCCCC2)c1
8 | 0% | 1% | -5% | -7% | 0 | / | -3% | -4% | 21% | NC(=O)Nc1ccc(C(=O)OCC(=O)Nc2ccc(Cl)cn2)cc1
9 | -3% | -1% | -18% | 3% | -8 | -1%[59 µM] | -8% | 5% | 31% | CC(CC(=O)Nc1ccncc1)c1ccccc1 (stereo unspecified)
10 | -3% | -2% | 1% | -9% | -2 | -35%[59 µM] | 6% | 4% | 27% | Clc1ccccc1-c1nnc(-c2ccccc2CNc2ccccc2)o1
11 | -3% | 8% | 2% | -27% | -5 | -21%[59 µM] | 2% | -10% | 23% | CC(Sc1nnc(-c2cccs2)n1-c1ccccc1)C(=O)NCc1ccco1 (stereo unspecified)
12 | 1% | 5% | 4% | -9% | -25 | 20% | 9% | -7% | 49%[activator] | Cc1nc2oc3ccc(F)cc3c(=O)c2cc1C(=O)O
13 | 9% | 2% | 22% | -7% | 6 | 13%[59 µM] | 0% | -10% | 31% | CCOc1ccc(C(=O)NCC(=O)NCC(c2ccco2)N2CCCCC2)cc1 (stereo unspecified)
14 | 41%[activator] | -1% | 0% | -10% | -2 | 13% | 5% | -11% | 43%[activator] | Cc1cccc(NC(=O)C2NC(=O)CC2c2ccccc2)c1C (stereo unspecified)
15 | -31% | 15% | -10% | -10% | 1 | -24%[59 µM] | 17% | -4% | 9% | CCCN(CCC)c1nc2ccccc2nc1C(C#N)C(=O)OCCOC (stereo unspecified)
16 | -11% | 0% | 5% | 1% | -4 | ? | -6% | -3% | 33% | COc1ccc(Cl)cc1NC(=O)CN(C)C(=O)C1CC(=O)N(Cc2ccc(C)cc2)C1 (stereo unspecified)
17 | 5% | -9% | -2% | -12% | 1 | -23% | -4% | i | 35% | O=C(C1CCN(S(=O)(=O)N2CCCCC2)CC1)N1CCCCC1
18 | 1% | -4% | 9% | -6% | -10 | 16% | 0% | -8% | 30% | CCN(CC)S(=O)(=O)c1ccc(C(=O)NC2=NCCS2)cc1
19 | -1% | 6% | 3% | -1% | -3 | -19% | 0% | i | 12% | COc1cc(NC(=O)CSc2nnnn2Cc2ccc3c(c2)OCO3)cc(OC)c1
20 | -8% | -29% | -15% | -19% | ? | 50µM* | -1% | -8% | 31% | Oc1ccc(NC(=S)Nc2ccc(O)cc2)cc1
21 | ? | 7% | 2% | ? | 3 | -1%[59 µM] | -4% | -1% | -20% | O=C(COC(=O)c1ccc(Sc2ccccc2)c([N+](=O)[O-])c1)NC1CCS(=O)(=O)C1 (stereo unspecified)
22 | -2% | -1% | -6% | -1% | 0 | -5% | -1% | -4% | 43%[activator] | CCOc1cc(-c2noc(CCC(=O)N3CCOCC3)n2)ccc1OC
23 | -25%&-4% | 0%&3% | 0%&-8% | -16%&-17% | -2&-2 | -46% | -6%&1% | 0% | 12%&1% | COc1ccc(CCN2CC(C(=O)NCCc3ccccc3)CC2=O)cc1OC (stereo unspecified)
24 | 22% | 2% | -8% | -11% | -1 | -10% | -5% | i | 69%[activator] | CCn1c(SCC(=O)Nc2ccc(NC(C)=O)cc2)nnc1C1CC1
25 | -7% | 7% | 10% | 1% | -16 | 16%[59 µM] | -2% | -9% | 9% | CCc1cc2c3c(c(=O)oc2cc1OC(C)C(=O)O)CCCC3 (stereo unspecified)

An excerpt from above, limited to ERG Ets-DNA blk and PI4K2A block.
No. | structure | ERG Ets-DNA blk | PI4K2A block
21 | O=C(COC(=O)c1ccc(Sc2ccccc2)c([N+](=O)[O-])c1)NC1CCS(=O)(=O)C1 (stereo unspecified) | 2% | 3
22 | CCOc1cc(-c2noc(CCC(=O)N3CCOCC3)n2)ccc1OC | -6% | 0

Pulled one by one from the list above:
cpd | BAZ2B block | GLS inh | ERG Ets-DNA blk | JMJD2A Tudor | PI4K2A block | G9a inh | Pin1 inhibitor | PGK inhibitor | HP1b chromo inh | Structure
25 | -7% | 7% | 10% | 1% | -16 | 16%[59 µM] | -2% | -9% | 9% | CCc1cc2c3c(c(=O)oc2cc1OC(C)C(=O)O)CCCC3 (stereo unspecified)
5 | ? | 16% | 13% | -11% | 0 | -1%[59 µM] | -3% | 1% | 46% | CCOc1ccc(NS(=O)(=O)c2cnc(Cl)c(Cl)c2)cc1
19 | -1% | 6% | 3% | -1% | -3 | -19% | 0% | i | 12% | COc1cc(NC(=O)CSc2nnnn2Cc2ccc3c(c2)OCO3)cc(OC)c1
16 | -11% | 0% | 5% | 1% | -4 | ? | -6% | -3% | 33% | COc1ccc(Cl)cc1NC(=O)CN(C)C(=O)C1CC(=O)N(Cc2ccc(C)cc2)C1 (stereo unspecified)

Other entries.
cpd | BAZ2B block | GLS inh | ERG Ets-DNA blk | JMJD2A Tudor | PI4K2A block | G9a inh | Pin1 inhibitor | PGK inhibitor | HP1b chromo inh | Structure
26 | -13% | -3% | -5% | -5% | -1 | ? | 0% | -4% | 17% | COc1ccc(NC2CCCN(C(=O)CCC3=NNC(=O)CC3)C2)cc1 (stereo unspecified)
27 | 45µM* | 56%[activator] | -1% | ? | 7 | 40µM* | -1% | -10% | -30% | O=Cc1ccc(Sc2nnc(-c3ccccc3)o2)c([N+](=O)[O-])c1
28 | 1% | 15% | -1% | -11%[57.1 µM] | 7 | 12%[59 µM] | -12% | i | 32%[activator] | COc1ccc(CNC(=O)CCCNS(=O)(=O)c2cccc3nonc23)cc1
29 | / | 1% | 9% | -19% | 2 | / | -5% | i | -6% | Cc1ccc2nc(C(Cl)(Cl)Cl)nc(N/N=C/c3ccc([N+](=O)[O-])cc3)c2c1
30 | -5%&-3% | 4%&-2% | 0%&-2% | -7%&-16% | 0&5 | 10%[59 µM] | 4%&-9% | -3%&-8% | 58%[activator] | COc1ccc(N2CCN(S(=O)(=O)CCNC(=O)c3cc(=O)c4ccccc4o3)CC2)cc1
31 | 7% | 9% | -8% | -10% | -3 | 5%[12.7 µM] | 5% | -3% | 7% | CNC(=O)c1ccccc1NC(=O)c1c(O)c2c([nH]c1=O)CCCC2
32 | -31%[57.1 µM] | 2% | 1% | -6%[11.4 µM] | -11 | 8% | 0% | -5% | 42%[activator] | O=C(CCNC(=O)Cn1ccc2ccccc2c1=O)NCCCN1CCN(c2ccc(F)cc2)CC1
33 | 6% | 1% | -3% | -7% | -3 | 0%[59 µM] | 57%[activator] | 1% | 16% | CCOC(=O)c1nn(-c2ccc(C)cc2)c2nc(Nc3ccccc3)cc(=O)n12
34 | 2% | 1% | 0% | -1% | -2 | / | 0% | 3% | 28% | Cc1c[nH]c(=O)c([N+](=O)[O-])c1
35 | -1% | 11% | 4% | -9% | 0 | 27%[12.7 µM] | 0% | -10% | 19% | Cc1cc(NC(=O)COC(=O)COc2ccc(C(=O)c3ccccc3)cc2)no1
36 | -35% | -12% | -3% | 11µM* | 4 | 32µM* | 1% | -2% | -11% | Cn1c(-c2cc3c(C(F)(F)F)nn(C)c3s2)n[nH]c1=S
37 | 7% | -4% | 21% | -19% | 1 | ? | 8% | -10% | 48%[activator] | CC1(C)CC(=O)c2sc(NC(=O)c3ccc4ncsc4c3)nc2C1
38 | ? | -5% | 1% | -23% | -7 | ? | ? | -10% | 21% | C/C(N)=C(/C#N)C(=O)CN1C(=O)NC(Cc2c[nH]c3ccccc23)C1=O (stereo unspecified)
39 | / | -1% | 7% | ? | 1 | / | 5% | i | -14% | COc1ccc(-c2sc3cc4c(cc3c2-c2ccc(OCCN3CCCCC3)cc2)OCO4)cc1
40 | -18% | 0% | 1% | 0% | -1 | / | -11% | -7% | 31% | O=C(CCc1ccccc1)Nc1ccccc1
41 | -11% | -6% | 11% | -8% | -4 | 14% | -7% | -6% | 76%[activator] | COc1ccccc1NC(=O)C1CCN(C(=O)NCc2ccccc2)CC1
